Compound activity as filed in PubChem BioAssay.
NR2E3 ag-1: NR2E3 agonists in two-hybrid cells, primary screen, cell-based, luminescence, CHO-S, Gal4-NCOR/VP16-NR2E3; Photoreceptor-specific nuclear receptor (Homo sapiens), Q9Y5X4; luciferase; inhibition of corepressor binding, % at 3.98 µM; actives 0.35% (n = 360,000); AID 602229, 2012;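 active = inhibition above the mean of all tested compounds plus 3 SD, cut at about 70% in these data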;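 note: 0% = DMSO with NR2E3 transfected cells and 100% = cells lacking NR2E3 construct; higher means lower luciferase signal from less NR2E3 corepressor binding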
Target sequence (Q9Y5X4 whole entry, looked up, the tested form may be a part): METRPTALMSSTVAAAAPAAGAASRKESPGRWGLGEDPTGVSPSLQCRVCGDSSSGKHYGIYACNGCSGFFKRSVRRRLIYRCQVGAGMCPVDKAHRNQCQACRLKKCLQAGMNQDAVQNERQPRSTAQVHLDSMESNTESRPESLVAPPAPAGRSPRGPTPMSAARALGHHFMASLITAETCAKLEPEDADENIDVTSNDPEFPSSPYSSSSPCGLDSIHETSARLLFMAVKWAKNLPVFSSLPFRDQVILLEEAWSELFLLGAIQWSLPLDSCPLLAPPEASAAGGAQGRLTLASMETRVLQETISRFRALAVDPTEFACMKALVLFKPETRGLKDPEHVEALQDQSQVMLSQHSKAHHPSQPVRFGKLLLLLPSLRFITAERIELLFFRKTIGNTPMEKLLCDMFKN
CF NFkB block: inhibitors of PAF-induced NF-kB signaling, primary screen, cell-based, GFP fluorescence, uHTS; actives 0.86% (n = 360,000); inhibition, % at 5 µM; KKLEB NF-kB-GFP reporter, GFP fluorescence overnight;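 active = at least 50% inhibition at 5 µM, scaled per plate between neutral and stimulator controls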;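 note: PAF is a Pseudomonas aeruginosa culture filtrate used as stimulus; plate controls were PAF-stimulated DMSO wells for no effect and unstimulated DMSO wells for full effect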
iPSC survival up: enhancers of single-cell hiPSC survival, primary screen, ATPlite luminescence | 100% = ROCK inhibitor wells, 0% = DMSO | survival enhancement, % at 20 µM | actives 0.044% (n = 360,000); in the data active = survival enhancement above about 18%;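 note: cells exposed to compounds for 16 hours before the ATP read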
KKLEB tox: cytotoxicity in KKLEB CF airway cells, primary screen, cytotoxicity control for CF NF-kB inhibitor project, cell-based, uHTS, fluorescence assay plates; AID 602141, 2011; activity change (cytotoxicity), % at 5 µM; KKLEB CF airway cells viability, ATPlite luminescence, overnight; active compounds read low; cells stimulated with P. aeruginosa culture filtrate; actives 0.36% (n = 360,000);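 active = corrected activity change at or below -50% at 5 µM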
TWEAK Fn14 block: inhibitors of TWEAK-Fn14 signaling, primary screen, luciferase reporter cells, uHTS | actives 2% (n = 360,000) | TWEAK-stimulated Fn14 reporter cells, luciferase luminescence, 8 h | inhibition, % at 10 µM; in the data active = inhibition above about 50%
NR2E3 ag-2: inhibitors of NR2E3-RetCOR corepressor binding, primary screen, NR2E3 agonist project, biochemical, TR-FRET, GST-NR2E3, biotin-RetCOR; inhibition of corepressor binding, % at 4.78 µM; AID 2300, 2010; 1536-well; actives 0.12% (n = 320,000); Photoreceptor-specific nuclear receptor (Homo sapiens), Q9Y5X4;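 active = percent inhibition above the cutoff of mean plus 3 SD of all tested compounds, set per screening campaign, cut at about 20% in these data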;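 note: 0% = DMSO wells and 100% = biotin wells as full block of FRET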
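Test system: GST-NR2E3 and biotin-RetCOR proteins | Quantity: 1.35 nM GST-tagged NR2E3 final | Medium: Tris pH 7.5 | Also added: 7 nM biotin-RetCOR | Dosing: Compound at 4.8 µM, single dose | Timing: 5 h at 4 °C | Detection: Time-resolved FRET | Read-out basis: Percent inhibition | Benchmarks: Biotin wells as high control, 0.6% DMSO wells as low control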
MITF TRPM1 inh: inhibitors of MITF-dependent TRPM1 promoter reporter, primary screen, cell-based, SK-MEL-5, single point, luciferase; SK-MEL-5 TRPM1 promoter luciferase, 24 h; inhibition, % at 12.5 µM; actives 0.83% (n = 330,000); AID 488899, 2010;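 active = mean inhibition across replicates of 60% or more, whatever share of single replicates reaches that level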; note: values of inactives mirror those of a sister screen read the other way
HIF-2a block: HIF-2a reporter inhibitors, primary screen, luminescence, 786-0 RCC cells | 786-0 RCC cells HIF-2a reporter, luciferase luminescence, overnight | inhibition, % at 18.8 µM | actives 0.72% (n = 360,000);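 active = inhibition of the luminescence signal of 40% or more relative to plate controls, in a single-dose primary screen at 18.75 µM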
Peg3 prom inh: Peg3 promoter-driven luciferase inhibitors, primary screen, cell-based, HeLa, luciferase luminescence. HeLa PEG-Prom luciferase reporter, overnight. inhibition, % at 20 µM. actives 1.7% (n = 360,000);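 active = inhibition of at least 50% at 20 µM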
Shn3 inh set2: reduction of Shn3 3'UTR firefly luciferase signal, primary screen, Schnurri-3 inhibitor project, cell-based, Clone20 osteoblasts, set 2. inhibition, % at 12.5 µM. actives 0.52% (n = 360,000). Clone20 osteoblast Shn3 3'UTR firefly luciferase, 24 h;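 active = mean inhibition of at least 75% with every replicate also reaching 75%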;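 note: 0% = median of neutral control wells and 100% = pilot-screen positive control compound; some compounds past the cut are filed as inactive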
aDG glyco up: activators of alpha-DG glycosylation, primary screen, uHTS, Pro5-aDG cells, AlphaScreen; alpha-DG glycosylation AlphaScreen (IIH6); 0% Pro5, 100% B10-LARGE cell signal; activation, % at 10 µM; actives 0.22% (n = 360,000);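 active = activation of at least 8% versus controls, or a plate z-score of at least 8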;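 note: Pro5 are CHO cells carrying HIG-tagged alpha-DG that lacks glycosylation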
An asterisk follows results filed as active; . = no result given.

SMILES	NR2E3 ag-1	CF NFkB block	iPSC survival up	KKLEB tox	TWEAK Fn14 block	NR2E3 ag-2	MITF TRPM1 inh	HIF-2a block	Peg3 prom inh	Shn3 inh set2	aDG glyco up
Cc1cc(NC(=O)C2(C)CCN2C(C)C)c2ccccc2n1 (stereo not drawn)	27.3	0.4	-2.8	-3.0	0.2	.	.	9.7	14.0	7.0	0.1
Cc1cc(C)c2c3c(sc2n1)C(c1cccc(F)c1)C(C#N)=C(N)O3 (stereo not drawn)	12.4	33.2	-1.3	-16.8	21.2	2.7	39.2	3.5	41.4	5.7	0.4
CCOC(=O)c1[nH]c2ccccc2c1NC(=O)c1ccco1	4.9	-20.2	-2.1	3.7	21.8	-1.5	-10.0	8.0	3.7	0.6	0.0
COc1ccccc1OCc1nc2ccccc2n1C	-89.1	-0.1	-0.1	-8.7	-11.2	0.8	-45.9	-178.4	-158.3	-22.5	0.0
CCCN1C(=O)C(O)(c2c(C)[nH]c3ccccc23)c2ccccc21 (stereo not drawn)	-8.7	-10.2	-0.1	13.3	3.6	5.6	12.0	12.7	11.6	-15.1	0.1
COc1cc(OC)cc(C(=O)NNC(=O)CCC2CCCC2)c1	-3.2	-18.2	-0.3	3.8	-6.7	.	.	-2.0	12.3	-8.8	0.2
O=C(CC(c1ccccc1)c1ccco1)N1CCOCC1 (stereo not drawn)	6.6	6.6	1.2	5.9	19.1	-0.9	-6.8	7.0	0.0	1.4	0.5
O=c1cc(O)c2ccccc2n1Cc1ccccc1	-19.3	-15.9	0.2	7.3	27.0	2.3	4.6	8.7	-15.3	-13.1	0.1
O=C(O)c1cncc(SCc2ccccc2)n1	-13.2	4.6	-0.5	4.2	7.8	2.5	-1.1	20.5	11.2	-2.9	-0.2
O=C(CSc1nnc(NC(=O)Cc2ccc(F)cc2)s1)NCc1ccco1	0.4	-3.6	-0.3	5.1	6.2	4.5	-1.3	10.1	-9.6	-6.1	-0.5
COc1ccc(NC(=O)C2CCN(S(=O)(=O)c3c(C)noc3C)CC2)cc1	14.4	10.4	-0.5	3.6	12.9	-1.8	0.3	12.1	2.2	-31.1	0.1
CC(NC(=O)c1ccc2c(c1)OCO2)C1CCCO1 (stereo not drawn)	-9.4	-4.1	8.2	12.1	-3.9	-2.5	-2.5	-24.7	-15.3	-12.4	0.0

Copied from the list.
Cc1cc(NC(=O)C2(C)CCN2C(C)C)c2ccccc2n1 (stereo not drawn) in aDG glyco up shows 0.1
COc1ccc(NC(=O)C2CCN(S(=O)(=O)c3c(C)noc3C)CC2)cc1 in iPSC survival up shows -0.5

Other results:
SMILES	NR2E3 ag-1	CF NFkB block	iPSC survival up	KKLEB tox	TWEAK Fn14 block	NR2E3 ag-2	MITF TRPM1 inh	HIF-2a block	Peg3 prom inh	Shn3 inh set2	aDG glyco up
COc1ccc(C(c2oc(CO)cc(=O)c2O)c2oc(CO)cc(=O)c2O)cc1	-15.1	-15.7	0.4	12.6	8.4	-0.4	5.8	17.9	0.2	-0.4	-0.2
COc1ccc(NC(=O)/C(C#N)=C\c2ccc(-c3cccc(C(=O)O)c3C)o2)cc1	-26.0	3.7	-0.5	-9.2	11.3	-6.5	-2.5	-61.5	-108.6	-34.2	0.1
CCOc1ccccc1NS(=O)(=O)c1ccc2c(c1)n(C)c(=O)c(=O)n2C	-12.0	7.7	0.9	8.7	-3.8	1.2	1.7	22.1	-10.6	0.3	-0.3
O=C(NNS(=O)(=O)c1ccccc1[N+](=O)[O-])c1cc2ccccc2cc1O	-26.2	8.1	-0.4	-8.0	25.9	0.2	1.6	-10.9	-12.4	-5.6	0.0
O=C(CCC(=O)OCC(=O)c1ccc(Br)cc1)NC1CCCCC1	-0.1	8.7	0.6	-6.9	8.4	1.7	-10.1	-3.1	6.1	-9.1	-0.3
O=C(CN1CCC(NC(=O)Nc2ccccc2)CC1)Nc1cccc([N+](=O)[O-])c1	-13.2	4.0	-0.3	-21.0	-9.3	1.8	-9.4	14.5	16.6	-7.8	0.1
Cc1cc(-c2[nH]nc3c2C(c2ccc(Cl)cc2)C(C#N)=C(N)O3)c(C)s1 (stereo not drawn)	5.4	-8.9	-1.5	5.0	7.1	2.2	2.6	5.9	-9.8	11.1	-0.2
O[C@H]1C[C@H](c2ccccc2)N(Cc2cccs2)C[C@@H]1n1cc(C2CC2)nn1	-5.4	8.2	4.3	-16.6	-24.2	.	.	-127.0	-26.3	2.8	0.1
Cc1cc(C(=O)NNC(=S)NC(C)c2ccccc2)c2ccccc2n1 (stereo not drawn)	-15.1	8.0	7.4	-3.8	-12.6	0.3	6.4	-3.9	11.1	3.3	0.0
CCc1cc2c(SCC(=O)C(C#N)=C3N(C)c4ccccc4N3C)ncnc2s1	-13.0	-3.1	-3.0	7.7	-5.5	4.3	7.9	14.4	-5.7	11.4	0.1
CCN(C1CCCCC1)S(=O)(=O)c1cn(C)c(=O)n(C)c1=O	9.1	16.4	-0.8	13.3	10.6	0.3	-8.6	14.8	-21.7	-20.9	0.1
COCCNC(=O)CN(C(=O)c1ccc(N2CCCC2)nc1)c1ccc(F)c(Cl)c1	-5.0	-7.9	0.1	-3.9	-1.2	.	-22.4	17.2	2.4	4.8	-0.1
Cc1ccc(S(=O)(=O)/C(=C\N(C)C)c2cnc(Cl)s2)cc1	12.4	5.9	-0.6	-8.8	8.5	4.0	-2.3	2.8	9.3	12.9	0.6
Cc1c(C(=O)NNC(=S)Nc2cccc(Cl)c2)nnn1-c1ccccc1	-133.5	-0.9	-0.7	-2.8	-27.3	0.4	-3.0	-136.2	-195.4	-14.0	0.1
Cc1ccc(CNc2nnnn2C)cc1	-25.2	-4.5	-0.1	7.1	-0.7	-3.6	-9.2	19.8	10.0	5.1	0.0
COc1ccc(CN2CN(c3ccc(Cl)cc3)C(=O)N(n3cnnc3)C2)cc1	-19.3	10.3	-0.8	4.5	2.7	2.2	-1.9	7.2	7.3	-34.8	1.3
O=C(O)C1CCN(S(=O)(=O)c2ccc(Cl)s2)CC1	19.2	-3.3	3.9	8.2	8.7	.	0.5	1.4	2.2	4.3	-0.2
COc1ccc(-n2c(C)nc3cc(C(=O)NCc4ccco4)ccc32)cc1	-20.2	14.2	-3.3	-4.5	-9.7	0.5	4.4	-1.0	18.6	3.8	0.2
COc1ccc(C(=O)OCCN2CCCCC2)cc1	-17.6	16.5	5.9	-4.7	-29.5	3.6	-9.2	-89.9	-57.5	-10.9	-0.3
CCOCCCNCc1c(Cl)cccc1Cl	6.6	1.4	-1.2	4.7	-0.9	0.4	-6.2	-0.8	-14.5	-6.5	0.0
CC(C)Cc1cc(C(=O)N2CCN(C(c3ccccc3)c3ccccc3)CC2)no1	14.6	25.2	-1.4	-14.5	6.2	-1.4	-8.0	7.7	18.2	-12.4	-0.1
O=C1NC[C@H](CCCCN2C[C@H](Cc3ccc(O)cc3)N(Cc3ccccc3)C(=O)C2=O)N(CC2CCCCC2)C1=O	-20.7	.	1.1	.	18.6	.	.	3.1	.	.	-0.2
Cc1ccc(S(=O)(=O)n2ccc(=O)[nH]2)cc1	-12.4	-2.6	2.9	-3.3	-4.4	2.4	-2.7	4.6	3.1	3.3	-0.3
Cc1ccc(NC(=S)N/N=C2\CCCCC2C)cc1 (stereo not drawn)	-70.3	-9.8	-0.1	5.2	16.2	3.1	-13.7	-95.1	2.7	-32.0	0.0
COC(=O)CCN(C(=O)c1cccc([N+](=O)[O-])c1)c1ccccn1	26.5	-9.9	-0.9	3.0	-10.1	3.0	-0.7	8.0	19.5	-2.1	-0.3
O=C1N[C@@H](c2ccccc2)COC(=O)[C@@H](Cc2ccc(F)cc2)CC/C=C/C[C@@H]1CC(=O)N(CCO)Cc1ccccc1	-13.6	-15.6	0.4	10.4	59.5*	.	7.9	7.5	26.9	-0.2	0.2
O=C(Nc1cc2c(cc1Cl)OCCCO2)c1ccccc1	-157.6	1.3	-1.0	9.8	-19.1	2.5	-59.9	-258.3	-341.7	-75.3	-0.1
COc1cc(Cl)c(NS(=O)(=O)c2cc3[nH]c(=O)c(=O)[nH]c3cc2C)c(OC)c1	-11.5	4.0	-2.1	6.2	20.9	-3.0	-1.8	13.5	6.1	-19.4	0.1
CCOC(=O)C1(CCC(=O)OCc2ccccc2)CCCCC1=O (stereo not drawn)	-11.0	2.0	-4.8	-1.5	6.3	.	5.1	13.3	0.9	-9.0	0.0
Cc1cccc(C)c1OCc1cc(C(=O)NC2CCC(O)CC2)no1 (stereo not drawn)	-5.7	-8.1	-0.3	3.9	7.6	1.2	-4.0	-16.0	-0.7	13.2	0.2
COc1ccc(N2CCN(c3ncnc4nc[nH]c34)CC2)cc1	-12.7	24.1	-0.6	-11.4	-38.7	5.9	.	-61.9	-33.0	-13.8	-0.1
CCOc1ccc(NC(=O)CSc2nnc(-c3ccco3)n2C)cc1	-12.9	-10.7	3.2	8.6	-2.2	-0.2	3.4	-0.7	-11.6	14.1	-0.1
O=C(NCc1ccccc1)C1=C[C@H](C2CCCCC2)C[C@H](OCc2ccc(CO)cc2)O1	-10.6	55.6*	-0.4	-52.7*	-7.7	5.0	16.4	5.9	9.2	11.6	0.5
CO/N=C/c1ccc(Sc2ccccc2)c([N+](=O)[O-])c1	4.1	-2.5	-1.8	5.8	14.8	-0.3	14.4	2.1	12.9	-7.3	0.0
O=C(CSc1nc(-c2ccccc2)ns1)NCC1CCCO1 (stereo not drawn)	-46.4	39.2	-0.6	-5.0	5.5	-2.8	-27.0	-121.9	-111.7	-26.3	-0.4
CCOc1ccc(NC(=O)c2ccccc2NS(=O)(=O)c2ccc(F)cc2)c([N+](=O)[O-])c1	13.1	36.9	-0.9	-0.2	26.1	2.0	2.0	7.9	40.0	-10.8	-0.1
COc1ccccc1CNC(=O)C(C)n1cccc1C(=O)c1ccccc1 (stereo not drawn)	-6.7	-10.9	0.6	5.9	-4.5	3.3	5.0	-0.1	11.8	-10.4	0.4
